# Screens from PubChem.
# Mtb BioA inh: M. tuberculosis BioA enzyme inhibitors, primary screen, biochemical, plate reader, single point, HTS | actives 0.096% (n = 360,000) | inhibition, % at 9.99 µM | AID 602481, 2012 | purified M. tuberculosis BioA enzyme | 7,8-diaminopelargonic acid synthase BioA (Mycobacterium tuberculosis); in the data active means inhibition above about 40%
# TcdB inh: TcdB glycohydrolase inhibitors, primary screen, biochemical, single point, plate reader; Toxin B (Clostridioides difficile), P18177; TcdB glycohydrolase enzymatic assay; inhibition, % at 9.99 µM; actives 0.24% (n = 350,000); AID 652162, 2013; in the data active means inhibition above about 10%
# Target sequence (P18177 whole entry, looked up): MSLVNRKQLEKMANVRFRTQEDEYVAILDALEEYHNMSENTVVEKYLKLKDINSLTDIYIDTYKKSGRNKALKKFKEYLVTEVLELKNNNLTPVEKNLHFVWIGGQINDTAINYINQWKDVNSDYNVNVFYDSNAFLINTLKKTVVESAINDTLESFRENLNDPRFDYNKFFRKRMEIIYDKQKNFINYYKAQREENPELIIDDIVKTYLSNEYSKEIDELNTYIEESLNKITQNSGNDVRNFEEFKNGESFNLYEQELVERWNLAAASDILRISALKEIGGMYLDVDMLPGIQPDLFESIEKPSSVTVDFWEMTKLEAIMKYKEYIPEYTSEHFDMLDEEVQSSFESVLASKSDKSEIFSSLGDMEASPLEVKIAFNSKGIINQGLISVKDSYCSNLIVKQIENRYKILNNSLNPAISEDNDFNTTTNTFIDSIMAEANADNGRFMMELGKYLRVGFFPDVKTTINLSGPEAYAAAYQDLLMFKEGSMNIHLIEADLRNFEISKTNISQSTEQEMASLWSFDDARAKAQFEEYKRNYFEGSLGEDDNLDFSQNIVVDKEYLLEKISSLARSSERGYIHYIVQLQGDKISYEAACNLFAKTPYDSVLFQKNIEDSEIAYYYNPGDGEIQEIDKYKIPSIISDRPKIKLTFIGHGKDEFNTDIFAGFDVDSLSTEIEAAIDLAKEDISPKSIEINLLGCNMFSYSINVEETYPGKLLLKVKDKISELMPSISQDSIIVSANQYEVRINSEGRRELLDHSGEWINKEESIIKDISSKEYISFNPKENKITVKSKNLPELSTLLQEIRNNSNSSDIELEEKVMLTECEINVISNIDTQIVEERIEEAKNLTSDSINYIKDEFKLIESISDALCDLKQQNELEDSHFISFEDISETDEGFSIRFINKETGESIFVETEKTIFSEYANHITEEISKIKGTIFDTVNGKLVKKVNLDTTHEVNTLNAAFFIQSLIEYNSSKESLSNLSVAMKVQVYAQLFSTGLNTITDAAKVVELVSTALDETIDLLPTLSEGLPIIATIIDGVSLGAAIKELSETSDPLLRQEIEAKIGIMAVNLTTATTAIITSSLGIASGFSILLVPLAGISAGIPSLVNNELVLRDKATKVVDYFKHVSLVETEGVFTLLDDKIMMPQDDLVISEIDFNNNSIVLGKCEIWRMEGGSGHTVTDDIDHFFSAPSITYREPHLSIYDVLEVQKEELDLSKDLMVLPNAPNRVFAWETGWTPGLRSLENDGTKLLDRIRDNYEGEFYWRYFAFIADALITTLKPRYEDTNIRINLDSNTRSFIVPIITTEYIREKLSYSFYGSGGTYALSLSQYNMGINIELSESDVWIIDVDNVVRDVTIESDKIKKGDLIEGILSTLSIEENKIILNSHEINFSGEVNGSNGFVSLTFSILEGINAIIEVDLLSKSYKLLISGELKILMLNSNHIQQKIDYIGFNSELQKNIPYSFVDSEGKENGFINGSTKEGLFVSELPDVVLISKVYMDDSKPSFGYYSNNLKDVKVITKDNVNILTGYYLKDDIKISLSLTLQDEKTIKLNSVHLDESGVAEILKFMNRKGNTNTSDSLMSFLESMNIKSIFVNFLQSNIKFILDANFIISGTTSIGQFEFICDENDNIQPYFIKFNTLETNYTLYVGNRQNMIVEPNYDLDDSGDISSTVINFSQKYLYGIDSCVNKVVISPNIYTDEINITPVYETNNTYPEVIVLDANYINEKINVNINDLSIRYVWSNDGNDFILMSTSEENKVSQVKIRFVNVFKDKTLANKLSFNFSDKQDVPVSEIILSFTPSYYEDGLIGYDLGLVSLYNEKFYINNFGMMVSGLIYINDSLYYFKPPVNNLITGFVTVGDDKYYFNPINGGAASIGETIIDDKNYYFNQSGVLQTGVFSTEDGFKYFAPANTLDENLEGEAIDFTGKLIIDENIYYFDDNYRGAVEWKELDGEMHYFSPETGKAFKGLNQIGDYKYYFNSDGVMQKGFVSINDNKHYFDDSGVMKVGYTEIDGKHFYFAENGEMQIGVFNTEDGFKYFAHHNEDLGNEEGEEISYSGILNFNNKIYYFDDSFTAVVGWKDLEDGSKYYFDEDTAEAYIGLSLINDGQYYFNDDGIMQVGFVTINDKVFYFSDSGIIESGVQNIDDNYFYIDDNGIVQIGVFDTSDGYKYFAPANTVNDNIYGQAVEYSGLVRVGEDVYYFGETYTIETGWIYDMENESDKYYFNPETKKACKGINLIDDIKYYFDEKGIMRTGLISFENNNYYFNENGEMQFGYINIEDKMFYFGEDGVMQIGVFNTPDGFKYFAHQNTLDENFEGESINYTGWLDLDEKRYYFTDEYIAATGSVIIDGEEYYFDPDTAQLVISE
# The depositor's hits bear a star; & = joins results of further samples. A portion of the library; the hit share may differ from the screen's.
SMILES,Mtb BioA inh,TcdB inh
Cc1noc(C)c1NC(=O)N(C)C[C@@H]1Oc2ncc(C#CCN(C)C)cc2C(=O)N([C@@H](C)CO)C[C@H]1C,0.0,0.3
Cc1noc(C)c1S(=O)(=O)Nc1ccc2c(c1)C(=O)N([C@H](C)CO)C[C@@H](C)[C@H](CN(C)C(=O)Nc1cccc3ccccc13)OCCCC[C@@H](C)O2,-1.6,-0.4
C[C@@H]1CCCCO[C@@H](CN(C)C(=O)CCCN(C)C)[C@H](C)CN([C@@H](C)CO)C(=O)c2cc(NS(C)(=O)=O)ccc2O1,-2.7,-1.0
C[C@@H]1CN([C@H](C)CO)C(=O)c2cc(C#CC3CC3)cnc2O[C@H]1CN(C)Cc1ccccn1,-1.2,-0.5
COc1cccc(NC(=O)N(C)C[C@H]2Oc3cc(-c4ccccc4F)ccc3S(=O)(=O)N([C@H](C)CO)C[C@H]2C)c1,1.7,0.6
CC(C)NC(=O)N(C)C[C@H]1OCCCC[C@H](C)Oc2ccc(NC(=O)Nc3cccc4ccccc34)cc2C(=O)N([C@H](C)CO)C[C@@H]1C,-3.5,-11
O=C(Nc1cccc(Cl)c1)N1C[C@H]2[C@@H](c3ccccc31)[C@@H](CO)N2Cc1ccccc1Cl,4.2,-0.2
O=C([C@@H]1[C@@H](CO)[C@@H]2Cn3c(cccc3=O)[C@@H]2N1CCC(F)(F)F)N1CCCCC1,-0.1,-7.9
Cc1noc(C)c1S(=O)(=O)Nc1ccc2c(c1)C(=O)N([C@H](C)CO)C[C@@H](C)[C@@H](CN(C)C(=O)Nc1ccc(C(F)(F)F)cc1)OCCCC[C@@H](C)O2,-1.3,0.0
O=C(c1ccccn1)N1C[C@H]2[C@@H](c3ccccc31)[C@H](CO)N2C(=O)C1CCCCC1,-4.1,-0.2
C/C=C/c1ccc2c(c1)O[C@H](CN(C)C(=O)c1ccccc1)[C@H](C)CN([C@@H](C)CO)S2(=O)=O,1.6,0.1
CNC[C@H]1OCCCC[C@@H](C)Oc2ccc(NS(C)(=O)=O)cc2C(=O)N([C@@H](C)CO)C[C@H]1C,1.3,0.4

# Full records as entered above:
# Cc1noc(C)c1S(=O)(=O)Nc1ccc2c(c1)C(=O)N([C@H](C)CO)C[C@@H](C)[C@@H](CN(C)C(=O)Nc1ccc(C(F)(F)F)cc1)OCCCC[C@@H](C)O2 is listed as Mtb BioA inh = -1.3; TcdB inh = 0.0
# COc1cccc(NC(=O)N(C)C[C@H]2Oc3cc(-c4ccccc4F)ccc3S(=O)(=O)N([C@H](C)CO)C[C@H]2C)c1 is listed as Mtb BioA inh = 1.7; TcdB inh = 0.6

# The listing continues:
SMILES,Mtb BioA inh,TcdB inh
COc1cccc(-c2ccc3c(c2)[C@H]2[C@H](CCN2C(=O)c2ccccn2)[C@@H](CO)N3)c1,7.3,0.0
COc1cccc(NC(=O)Nc2ccc3c(c2)C(=O)N(C)C[C@H](OC)[C@H](C)CN(CC2CC2)[C@@H](C)CO3)c1,2.1,0.8
CN1[C@H](C(=O)NC2CCCCC2)[C@@H](CO)[C@@H]2Cn3c(ccc(/C=C/c4ccccc4)c3=O)[C@@H]21,0.2,0.8
C[C@H](CO)N1C[C@H](C)[C@@H](CN(C)C(=O)C2CCC2)Oc2ncc(C#CC(C)(C)O)cc2C1=O,-2.4,-1.2
C[C@@H]1CCCCO[C@H](CN(C)C)[C@@H](C)CN([C@H](C)CO)C(=O)c2cc(NC(=O)c3ccncc3)ccc2O1,-0.8,1.0
O=C(C[C@H]1CC[C@@H](NC(=O)NC2CCCCC2)[C@H](CO)O1)NCc1ccc(Cl)cc1,-1.5,-0.2
N#C[C@@H]1[C@H](c2ccc(-c3ccccc3)cc2)[C@H](CO)N1C(=O)Cc1ccccc1,-2.3,-2.5
O=C(C1CC1)N1C[C@H]2[C@@H](c3ccccc31)[C@H](CO)N2Cc1ccccc1Cl,-5.0,-9.6
COCC(=O)N1C[C@H](C)[C@H](OC)CN(C)C(=O)c2cc(NC(=O)c3cc(C)on3)ccc2OC[C@H]1C,-2.1,-1.6
C[C@H](CO)N1C[C@H](C)[C@H](CN(C)C(=O)Nc2ccc(C(F)(F)F)cc2)Oc2c(NC(=O)Nc3cccc4ccccc34)cccc2C1=O,-3.1,-0.5
C[C@@H]1CN([C@H](C)CO)C(=O)c2cc(-c3ccncc3)cnc2O[C@@H]1CN(C)C(=O)C1CCOCC1,-0.3,0.7
C[C@H](CO)N1C[C@H](C)[C@H](CN(C)Cc2ccc(C(F)(F)F)cc2)Oc2ccc(NS(=O)(=O)c3ccc(F)cc3)cc2C1=O,0.8,-1.1
C[C@@H]1CN([C@@H](C)CO)C(=O)c2cc(-c3cccnc3)cnc2O[C@@H]1CN(C)C(=O)C1CCC1,-3.3,0.3
COc1ccccc1NC(=O)N[C@H]1CC[C@@H](CCNC(=O)c2ccc3c(c2)OCO3)O[C@@H]1CO,4.0,-0.7
C[C@H](CO)N1C[C@H](C)[C@@H](CN(C)Cc2ccc(C(F)(F)F)cc2)Oc2ccc(NC(=O)Cc3ccccc3)cc2C1=O,0.5,1.4
C/C=C/c1ccc2c(c1)O[C@H](CN(C)C(=O)Nc1ccccc1)[C@@H](C)CN([C@@H](C)CO)S2(=O)=O,3.0,0.9
C[C@@H]1CN([C@@H](C)CO)C(=O)Cc2cc(NC(=O)CCN3CCOCC3)ccc2O[C@H]1CN(C)C,3.6,1.1
C[C@H](CO)N1C[C@H](C)[C@H](CN(C)C(=O)Nc2ccc(F)cc2)Oc2ccc(NS(=O)(=O)c3ccccc3)cc2C1=O,1.5,0.1
Cc1ccc(S(=O)(=O)N(C)C[C@@H]2Oc3cc(C#Cc4ccccc4)ccc3S(=O)(=O)N([C@@H](C)CO)C[C@@H]2C)cc1,5.1,0.4
COc1ccc(S(=O)(=O)Nc2ccc3c(c2)C(=O)N([C@@H](C)CO)C[C@@H](C)[C@@H](CN(C)C(=O)Nc2c(C)noc2C)O3)cc1,-0.3,-2.6
CC(=O)N(C)C[C@@H]1Oc2cc(C#CCN(C)C)ccc2S(=O)(=O)N([C@H](C)CO)C[C@H]1C,-1.4,0.8
Cc1noc(C)c1NC(=O)N(C)C[C@H]1Oc2c(NC(=O)C3CCOCC3)cccc2C(=O)N([C@H](C)CO)C[C@H]1C,0.8,-0.2
CC(C)CC#Cc1ccc2c(c1)O[C@@H](CN(C)C(=O)c1ccccc1F)[C@H](C)CN([C@H](C)CO)S2(=O)=O,-0.6,0.2
CCC(=O)N(C)C[C@@H]1Oc2cc(C#CCC(C)C)ccc2S(=O)(=O)N([C@@H](C)CO)C[C@H]1C,0.6,2.8
O=C(C[C@H]1C=C[C@H](NS(=O)(=O)c2ccc(F)cc2)[C@H](CO)O1)NC1CCCCC1,-2.0,0.7
Cc1ccc(S(=O)(=O)Nc2ccc3c(c2)C(=O)N([C@@H](C)CO)C[C@@H](C)[C@@H](CN(C)Cc2ccc(C(=O)Nc4ccccc4N)cc2)O3)cc1,-1.1,1.3
O=C(NCC[C@@H]1CC[C@H](NS(=O)(=O)c2cccc(F)c2)[C@H](CO)O1)C1CCOCC1,-1.4,0.3
O=C(N[C@@H]1CC[C@H](CCn2cc(-c3ccccn3)nn2)O[C@@H]1CO)c1ccncc1,-1.6,-1.6&0.6
CCC(=O)N1C[C@H](C)[C@H](OC)CN(C)C(=O)c2cc(NC(=O)C3CCCCC3)ccc2OC[C@H]1C,0.0,-0.3
Cn1cnc(S(=O)(=O)N[C@@H]2CC[C@@H](CC(=O)NCC3CCCCC3)O[C@@H]2CO)c1,-2.2,-0.5
O=C(C[C@@H]1CC[C@H]2[C@@H](COC[C@@H](O)CN2C(=O)c2ccccc2)O1)N1CCc2ccccc2C1,2.4,-1.7
CCCNC(=O)N1C[C@@H](C)[C@@H](OC)CN(C)C(=O)c2cc(NS(=O)(=O)CC(F)(F)F)ccc2OC[C@@H]1C,-0.5,-0.7
CCCNC(=O)C[C@H]1CC[C@H]2[C@@H](COC[C@@H](O)CN2S(=O)(=O)c2ccc(Oc3ccccc3)cc2)O1,0.3,0.2
O=C(Cc1ccccn1)N[C@H]1C=C[C@@H](CC(=O)N2CCCCC2)O[C@@H]1CO,1.6,-1.8
COc1ccc(NC(=O)N(C)C[C@@H]2Oc3ccc(NC(=O)NC4CCCCC4)cc3CC(=O)N([C@@H](C)CO)C[C@@H]2C)cc1,-0.9,-5.1
Cc1ccccc1S(=O)(=O)NCC[C@H]1CC[C@@H](NS(=O)(=O)c2ccccc2C)[C@@H](CO)O1,-1.7,1.7

# 2 of the compounds above, as labelled records:
> COc1ccc(NC(=O)N(C)C[C@@H]2Oc3ccc(NC(=O)NC4CCCCC4)cc3CC(=O)N([C@@H](C)CO)C[C@@H]2C)cc1
  Mtb BioA inh = -0.9
  TcdB inh = -5.1

> Cc1ccccc1S(=O)(=O)NCC[C@H]1CC[C@@H](NS(=O)(=O)c2ccccc2C)[C@@H](CO)O1
  Mtb BioA inh = -1.7
  TcdB inh = 1.7

# Following part.
SMILES,Mtb BioA inh,TcdB inh
COc1ccc(OC(=O)N(C)C[C@@H]2OCc3ccccc3-c3ccccc3C(=O)N([C@@H](C)CO)C[C@@H]2C)cc1,1.0,0.3
COCC(=O)N1C[C@@H]2[C@H](c3ccccc31)[C@H](CO)N2C(=O)Nc1ccccc1F,-4.1,-3.7
C[C@H]1CN([C@@H](C)CO)S(=O)(=O)c2ccc(/C=C/c3ccccc3)cc2O[C@H]1CN(C)Cc1ccccc1,-0.3,-1.7
CN(C)CC(=O)N[C@@H]1CC[C@@H](CCn2cc(C3CC3)nn2)O[C@@H]1CO,1.9,-1.5
C[C@@H]1CN([C@@H](C)CO)C(=O)c2cc(/C=C/c3ccccc3)cnc2O[C@@H]1CN(C)C(=O)C1CCCCC1,1.3,1.0
CC(C)NC(=O)Nc1ccc2c(c1)CC(=O)N([C@H](C)CO)C[C@H](C)[C@H](CN(C)S(C)(=O)=O)O2,0.0,-1.3
CC(C)(C)[S@](=O)N1Cc2cc(C(=O)NCCc3ccncc3)nc(-c3cccc(-c4ccncc4)c3)c2[C@@H]1CCO,10,-0.3
C[C@H](CO)N1C[C@H](C)[C@@H](CN(C)CC2CC2)Oc2ccc(NS(=O)(=O)c3ccccc3)cc2CC1=O,-1.1,0.7
CCCNC(=O)Nc1ccc2c(c1)C(=O)N(C)C[C@@H](OC)[C@H](C)CN(C(=O)C1CCCCC1)[C@@H](C)CO2,3.0,0.2
C[C@@H]1CN([C@H](C)CO)C(=O)Cc2cc(NS(C)(=O)=O)ccc2O[C@H]1CN(C)Cc1ccncc1,-0.6,-0.1
CC(C)N(C[C@H]1[C@H](c2ccccc2)[C@H](CO)N1S(C)(=O)=O)C(=O)CN(C)C,-1.0,-1.3
CCCN(C)C[C@H]1OCCCC[C@@H](C)Oc2ccc(NC(=O)Nc3ccc(OC)cc3)cc2C(=O)N([C@@H](C)CO)C[C@H]1C,1.1,-0.3
C[C@H]1CCCCO[C@H](CN(C)C)[C@@H](C)CN([C@@H](C)CO)C(=O)c2cc(NC(=O)Nc3ccc4c(c3)OCO4)ccc2O1,-0.3,1.0
C[C@H]1CN([C@@H](C)CO)C(=O)c2cccc(NC(=O)Nc3ccc4c(c3)OCO4)c2O[C@@H]1CN(C)Cc1ccncc1,0.5,-2.4
C[C@@H]1CN([C@H](C)CO)S(=O)(=O)c2ccc(C#CC3CCCCC3)cc2O[C@@H]1CN(C)C(=O)Cc1ccncc1,1.4,-0.3
C[C@@H]1CN([C@@H](C)CO)C(=O)c2cc(NC(=O)Nc3ccc(C(F)(F)F)cc3)ccc2O[C@@H](C)CCCCO[C@@H]1CN(C)Cc1ccncc1,-0.8,-0.2
CNC[C@@H]1Oc2ccc(NC(=O)C3CCCCC3)cc2CC(=O)N([C@H](C)CO)C[C@@H]1C,1.3,0.0
COc1ccc(NC(=O)N(C)C[C@H]2Oc3ccc(NS(=O)(=O)c4cn(C)cn4)cc3CC(=O)N([C@@H](C)CO)C[C@H]2C)cc1,-1.1,-21
C[C@@H]1CN([C@@H](C)CO)C(=O)Cc2cc(NC(=O)Nc3ccc(C(F)(F)F)cc3)ccc2O[C@H]1CN(C)Cc1ccc2c(c1)OCO2,1.5,-0.1
CN(C)CC#Cc1ccc([C@H]2[C@@H](CO)N3CCCCN(C(=O)C4CC4)C[C@@H]23)cc1,2.3,-0.7
COc1ccccc1-c1ccc2c(c1)O[C@H](CN(C)C(=O)c1ccncc1)[C@@H](C)CN([C@@H](C)CO)S2(=O)=O,0.7,0.5
COc1ccc(CN(C)C[C@H]2Oc3c(NS(=O)(=O)c4ccc(OC)cc4)cccc3C(=O)N([C@@H](C)CO)C[C@@H]2C)cc1,-1.2,1.4
C[C@@H]1CN([C@@H](C)CO)C(=O)c2cccc(NC(=O)c3cnccn3)c2O[C@@H]1CN(C)Cc1ccc(-c2ccccc2)cc1,1.7,-0.5
CN1C[C@H](O)COC[C@H]2O[C@H](CC(=O)NC3CCCC3)CC[C@@H]21,-2.0,-1.4
Cc1noc(C)c1NC(=O)Nc1ccc2c(c1)C(=O)N([C@H](C)CO)C[C@@H](C)[C@@H](CN(C)Cc1ccc(C(F)(F)F)cc1)O2,2.4,0.6
Cc1noc(C)c1S(=O)(=O)N(C)C[C@@H]1OCCCC[C@H](C)Oc2ccc(NS(=O)(=O)c3ccccc3)cc2C(=O)N([C@H](C)CO)C[C@@H]1C,0.8,-0.1
C[C@@H]1CN([C@@H](C)CO)C(=O)c2cc(NC(=O)Nc3ccc(C(F)(F)F)cc3)ccc2O[C@@H]1CN(C)Cc1ccc(C(=O)O)cc1,5.9,0.6
